PV pol inh – poliovirus RNA polymerase inhibition. poliovirus polymerase elongation, fluorescence polarization; hits give low values. % elongation, % (compound at 16.7 µg/mL). 150,000 tested, 0.66% active. AID 588519; in the data active means % elongation below about 90%; further: some results filed as inactive read as strong as hits
Target sequence (P03300 1749-2209 limits assumed): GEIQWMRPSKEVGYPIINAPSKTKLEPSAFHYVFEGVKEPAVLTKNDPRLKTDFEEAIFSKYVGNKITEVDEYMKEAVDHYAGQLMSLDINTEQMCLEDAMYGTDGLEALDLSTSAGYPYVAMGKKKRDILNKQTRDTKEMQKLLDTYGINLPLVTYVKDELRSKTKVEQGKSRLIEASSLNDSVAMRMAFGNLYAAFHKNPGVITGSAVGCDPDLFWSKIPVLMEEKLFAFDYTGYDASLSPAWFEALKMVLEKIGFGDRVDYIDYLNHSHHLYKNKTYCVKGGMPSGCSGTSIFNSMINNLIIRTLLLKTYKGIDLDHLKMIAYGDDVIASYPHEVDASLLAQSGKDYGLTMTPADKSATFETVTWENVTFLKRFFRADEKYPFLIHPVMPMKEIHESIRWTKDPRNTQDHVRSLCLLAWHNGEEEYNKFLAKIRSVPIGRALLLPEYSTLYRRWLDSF
PV pol inh FP z-score – also measured in PV pol inh; calls as there; z-score; measured here: FP z-score; hits read low
Starred values were filed as active, the others as inactive; & = joins results of further samples.

For O=C(Nc1ccon1)c1cccn(Cc2cccc([N+](=O)[O-])c2)c1=O the results were PV pol inh 103 and PV pol inh FP z-score -0.6.
Screening CCC1CCCCN1C(=S)NC1CCCCC1 (configuration not stated) returned PV pol inh 103 and PV pol inh FP z-score 0.3.
For COc1cc(C2NC(=O)NC3=C2C(=O)N(Cc2ccc(F)cc2)C3)cc(OC)c1OC (configuration not stated) the results were PV pol inh 104 and PV pol inh FP z-score 0.5.
`O=C1CCCN1CN(C(=O)c1ccccc1)c1cccc(Cl)c1` gave PV pol inh 102 and PV pol inh FP z-score 0.4.
Screening C=CCn1c(SCC(=O)Nc2ccc3[nH]c(=O)[nH]c3c2)nnc1-c1ccccc1F returned PV pol inh 104 and PV pol inh FP z-score 0.1.
Screening O=C(/C=C/c1ccc(Cl)cc1Cl)NCC1CCCO1 (configuration not stated) returned PV pol inh 98 and PV pol inh FP z-score -0.4.
CC(NC(=O)CSc1ncccn1)c1ccccc1 (configuration not stated) was read as PV pol inh 103 and PV pol inh FP z-score 0.3.
C=CCn1c(=S)[nH]c2ccccc2c1=O was read as PV pol inh 104&100 and PV pol inh FP z-score 0.7&-0.5.
`CC(C)c1cc(C(C)C)c(S(=O)(=O)n2ccnc2)c(C(C)C)c1` gave PV pol inh 107 and PV pol inh FP z-score 0.3.
For O=S(=O)(NCC1CCCO1)c1ccc2ccccc2c1 (configuration not stated) the results were PV pol inh 98 and PV pol inh FP z-score -0.4.
Screening CC(C)C(=O)NC(c1ccc(Cl)cc1Cl)c1ccc2cccnc2c1O (configuration not stated) returned PV pol inh 124 and PV pol inh FP z-score 2.1.
`CC(C)OC(=O)CSc1nc2cc3c(cc2cc1C#N)OCO3` gave PV pol inh 100 and PV pol inh FP z-score -0.7.
Screening CCOc1ccc(/C(O)=C2\C(=O)C(=O)N(CCN(CC)CC)C2c2ccc(Cl)cc2)cc1C (configuration not stated) returned PV pol inh 102 and PV pol inh FP z-score 0.2.
For CCCCCCOc1ccc(C2C(=O)N(C3CCCCC3)CC(=O)N2CCCC)cc1 (configuration not stated) the results were PV pol inh 108 and PV pol inh FP z-score -0.1.
Screening COc1ccc(C2CC(=O)c3cc(-c4nc(-c5ccc(C)cc5)cs4)c(=O)[nH]c3C2)cc1 (configuration not stated) returned PV pol inh 120 and PV pol inh FP z-score 3.8.
Screening O=C(Cc1ccsc1)OCC(=O)N1CCN(S(=O)(=O)c2ccc(Cl)cc2)CC1 returned PV pol inh 104 and PV pol inh FP z-score 0.
For Cc1cc(C)cc(N2C(=O)CS(=O)(=O)C23C(=O)N(C)c2ccccc23)c1 (configuration not stated) the results were PV pol inh 108 and PV pol inh FP z-score 0.3.
`COc1ccc(/C=C2\CCCC3=C2NC(=S)NC3c2ccc(OC)cc2)cc1` (configuration not stated) gave PV pol inh 102 and PV pol inh FP z-score 0.
CC(=O)Nc1cc(C(F)(F)F)ccc1NC(=O)C(F)(F)F was read as PV pol inh 104 and PV pol inh FP z-score 0.4.
Screening O=[N+]([O-])c1cc(-c2nc(-c3ccccc3)no2)ccc1N1CCCC1 returned PV pol inh 113 and PV pol inh FP z-score 1.1.
Cc1c(C)c(C)c(CSC2=NCN(C)CN2)c(C)c1C was read as PV pol inh 98 and PV pol inh FP z-score -0.8.
Screening O=C(O)CCCC(=O)c1ccccc1 returned PV pol inh 96 and PV pol inh FP z-score -2.2.
For Cc1ccc(S(=O)(=O)C(=O)Nc2cccc3nsnc23)cc1 the results were PV pol inh 103 and PV pol inh FP z-score 0.4.
For COc1nnc(-c2ccc(N3CCCCC3)c(NC(=O)c3ccccc3)c2)c2ccccc12 the results were PV pol inh 106 and PV pol inh FP z-score 0.4.
CCOC(=O)N1CCN(Cc2nc3cc(NC(=O)c4ccccc4[N+](=O)[O-])ccc3n2C(C)C)CC1 was read as PV pol inh 99 and PV pol inh FP z-score -0.5.
O=C(O)c1ccccc1C(=O)Nc1ccccn1 was read as PV pol inh 102 and PV pol inh FP z-score -0.1.
COC(=O)c1ccc(NC(=O)CC2C(=O)N(c3ccc(C)cc3)C(=O)N2Cc2ccc(OC)cc2)cc1 (configuration not stated) was read as PV pol inh 106 and PV pol inh FP z-score -0.3.
For CC(C)=CC(=O)N1CCN(S(=O)(=O)c2ccc(C)cc2)CC1 the results were PV pol inh 103 and PV pol inh FP z-score 0.2.
`Cc1cc(C(=O)N(C2CCCCC2)C2CCCCC2)no1` gave PV pol inh 100 and PV pol inh FP z-score -1.
For COCCN(C(=O)c1ccccc1)c1nnc(-c2ccncc2)s1 the results were PV pol inh 100 and PV pol inh FP z-score -0.4.
Screening Cc1cc(C)n(-c2ncnc3sc4c(c23)CCC4)n1 returned PV pol inh 103 and PV pol inh FP z-score 0.3.
For C/C(=N\NC(=O)c1cccnc1)c1ccc(S(=O)(=O)NCc2ccco2)cc1 the results were PV pol inh 107 and PV pol inh FP z-score 0.7.
`CC(C)OC(=O)c1cccc(C(=O)O)n1` gave PV pol inh 103 and PV pol inh FP z-score 0.6.
`CC(C)N(C)C1CCN(S(=O)(=O)c2ccc(-c3ccc(=O)[nH]n3)s2)CC1` gave PV pol inh 101 and PV pol inh FP z-score 0.2.
For CCc1ccc(C(N)c2cccc(F)c2)cc1 (configuration not stated) the results were PV pol inh 101 and PV pol inh FP z-score 0.
COc1cc2c(-c3ccccc3O)nc3c(c(C)nn3-c3ccccc3)c2cc1OC was read as PV pol inh 107 and PV pol inh FP z-score 0.5.
Screening O=C1CN=C(c2ccccc2Cl)c2cc(Cl)ccc2N1Cc1cccc(Cl)c1 returned PV pol inh 104 and PV pol inh FP z-score -0.3.
`Cc1ccc(C)c(-n2c(SCCN)nnc2-c2cccc(Cl)c2)c1` gave PV pol inh 98 and PV pol inh FP z-score -0.4.
Cc1csc2ncc(C(=O)N(C)Cc3ccccc3)c(=O)n12 was read as PV pol inh 100 and PV pol inh FP z-score -0.5.
For N#C/C(=C\c1ccc(-c2cc(Cl)ccc2Cl)o1)C(=O)Nc1ccccc1C(=O)O the results were PV pol inh 107 and PV pol inh FP z-score 0.3.
`O=C(Nc1cccc(Cl)c1)OC1CCCCc2cccnc21` (configuration not stated) gave PV pol inh 101 and PV pol inh FP z-score -0.6.
For Fc1ccc(Oc2cnccn2)c(Cl)c1 the results were PV pol inh 97 and PV pol inh FP z-score -0.7.
`COC(=O)c1ccc(NC(=O)COc2ccccc2)cc1` gave PV pol inh 103 and PV pol inh FP z-score -0.1.
Screening CC1CN(C(=O)CCS(=O)(=O)c2ccccc2)CC(C)O1 (configuration not stated) returned PV pol inh 103 and PV pol inh FP z-score 0.6.
Screening C=CCN(C(=O)CN1CCOCC1)c1nc(C)c(-c2ccccc2)s1 returned PV pol inh 101 and PV pol inh FP z-score -0.2.
NC(=O)C1(c2ccccc2)CCOCC1 was read as PV pol inh 102 and PV pol inh FP z-score 0.
Screening CCn1c(O)c(/C=N/N=C2/C(=O)N(C)c3ccccc32)c(=O)n(CC)c1=S returned PV pol inh 106 and PV pol inh FP z-score 0.5.
For CCOC(=O)c1cnc2c(C)c(Cl)ccc2c1NCCc1ccccc1 the results were PV pol inh 102 and PV pol inh FP z-score -0.3.
COc1ccccc1CNC(=O)C1CCCN(C(=O)c2cnn(-c3ccc(F)cc3)c2-n2cccc2)C1 (configuration not stated) was read as PV pol inh 111 and PV pol inh FP z-score 0.7.
For Cc1oc2cc(O)ccc2c(=O)c1-c1ccccc1 the results were PV pol inh 96 and PV pol inh FP z-score -0.7.
`O=C(CSc1cnc2ccccc2n1)NC1CCCC1` gave PV pol inh 103 and PV pol inh FP z-score 0.4.
For CC(c1ccco1)N(C(=O)c1sc2ccccc2c1Cl)c1ccccn1 (configuration not stated) the results were PV pol inh 108 and PV pol inh FP z-score 0.7.
C/C(=N\O)C1(C)N(O)C(C)(C)C(c2cccs2)=[N+]1[O-] (configuration not stated) was read as PV pol inh 101 and PV pol inh FP z-score -0.2.
For Cc1ccc(N2CCN(C(=O)c3cccs3)CC2)cc1C the results were PV pol inh 101 and PV pol inh FP z-score 0.2.
For COCc1cc(=O)n2[nH]c(Nc3cc(Cl)ccc3C)nc2n1 the results were PV pol inh 105 and PV pol inh FP z-score 0.2.
O=C(CCCN1C(=O)CSc2ncccc21)N1CCN(c2ccccn2)CC1 was read as PV pol inh 102 and PV pol inh FP z-score 0.1.
`COc1ccc(N2CC(NC(=O)COc3ccccc3C)CC2=O)cc1OC` (configuration not stated) gave PV pol inh 105 and PV pol inh FP z-score -0.5.
CC(C)N(Cc1ccccc1)C(=O)COc1ccccc1 was read as PV pol inh 106 and PV pol inh FP z-score 0.4.
`Cc1cc2c(n1-c1ccc(C(=O)NCC(C)c3ccccc3)cc1)CCCC2` (configuration not stated) gave PV pol inh 108 and PV pol inh FP z-score -0.2.
`Cc1ccc(OCCCn2cnc3ccccc32)cc1` gave PV pol inh 102 and PV pol inh FP z-score 0.1.

Some of these compounds in order of length of the SMILES, low to high.
For Fc1ccc(Oc2cnccn2)c(Cl)c1 the results were PV pol inh 97 and PV pol inh FP z-score -0.7.
`Cc1ccc(OCCCn2cnc3ccccc32)cc1` gave PV pol inh 102 and PV pol inh FP z-score 0.1.
`O=C(CSc1cnc2ccccc2n1)NC1CCCC1` gave PV pol inh 103 and PV pol inh FP z-score 0.4.
For Cc1oc2cc(O)ccc2c(=O)c1-c1ccccc1 the results were PV pol inh 96 and PV pol inh FP z-score -0.7.
CC(C)N(Cc1ccccc1)C(=O)COc1ccccc1 was read as PV pol inh 106 and PV pol inh FP z-score 0.4.
`COC(=O)c1ccc(NC(=O)COc2ccccc2)cc1` gave PV pol inh 103 and PV pol inh FP z-score -0.1.
`O=C(Nc1cccc(Cl)c1)OC1CCCCc2cccnc21` (configuration not stated) gave PV pol inh 101 and PV pol inh FP z-score -0.6.
For COCc1cc(=O)n2[nH]c(Nc3cc(Cl)ccc3C)nc2n1 the results were PV pol inh 105 and PV pol inh FP z-score 0.2.
For CCOC(=O)c1cnc2c(C)c(Cl)ccc2c1NCCc1ccccc1 the results were PV pol inh 102 and PV pol inh FP z-score -0.3.
For CC(c1ccco1)N(C(=O)c1sc2ccccc2c1Cl)c1ccccn1 (configuration not stated) the results were PV pol inh 108 and PV pol inh FP z-score 0.7.
O=C(CCCN1C(=O)CSc2ncccc21)N1CCN(c2ccccn2)CC1 was read as PV pol inh 102 and PV pol inh FP z-score 0.1.
C/C(=N\O)C1(C)N(O)C(C)(C)C(c2cccs2)=[N+]1[O-] (configuration not stated) was read as PV pol inh 101 and PV pol inh FP z-score -0.2.
`Cc1cc2c(n1-c1ccc(C(=O)NCC(C)c3ccccc3)cc1)CCCC2` (configuration not stated) gave PV pol inh 108 and PV pol inh FP z-score -0.2.
COc1ccccc1CNC(=O)C1CCCN(C(=O)c2cnn(-c3ccc(F)cc3)c2-n2cccc2)C1 (configuration not stated) was read as PV pol inh 111 and PV pol inh FP z-score 0.7.

(next part)
For O=c1cc(CN2CCOCC2)nc2sccn12 the results were PV pol inh 102 and PV pol inh FP z-score -0.1.
CCC(C(=O)Nc1ccccc1F)n1c(SCc2ccc(F)cc2)nc2ccncc21 (configuration not stated) was read as PV pol inh 101 and PV pol inh FP z-score -0.9.
For O=C(CCCN1CCC(O)(c2ccc(Br)cc2)CC1)c1ccc(F)cc1 the results were PV pol inh 101 and PV pol inh FP z-score 0.2.
`COc1ccc2c(c1OC)C(=O)O[C@@H]2[C@@H]1c2cc3c(cc2CCN1C)OCO3` gave PV pol inh 99 and PV pol inh FP z-score -0.2.
Cc1ccc(F)cc1NC(=O)CNC(N)=O was read as PV pol inh 103 and PV pol inh FP z-score 0.
`Fc1ccc2nc(N3CCc4ccccc4C3)sc2c1` gave PV pol inh 100 and PV pol inh FP z-score -0.6.
For COc1cc2c3c(c1O)-c1c(cccc1OC)CC3[N+](C)(C)CC2 (configuration not stated) the results were PV pol inh 100 and PV pol inh FP z-score -0.5.
`Cc1ccc(OCC(=O)Nc2ccc3nc(SCC(=O)N4CCCC4)sc3c2)cc1` gave PV pol inh 110 and PV pol inh FP z-score 0.6.
Screening CC(CNCc1ccc2c(c1)OCO2)NCc1ccc2c(c1)OCO2 (configuration not stated) returned PV pol inh 105 and PV pol inh FP z-score 0.8.
Screening CN(C)C(=O)NC1CC(=O)N(c2ccc3c(c2)OCCO3)C1 (configuration not stated) returned PV pol inh 102 and PV pol inh FP z-score -0.2.
CCOC(=O)c1c(-c2ccccc2)csc1NC(=O)c1nc(S(=O)(=O)CC)ncc1Cl was read as PV pol inh 122 and PV pol inh FP z-score 0.5.
For CCNS(=O)(=O)c1ccc(OC)c2ncccc12 the results were PV pol inh 105 and PV pol inh FP z-score 0.1.
Screening NC(=O)CSCc1nc2ccccc2s1 returned PV pol inh 103 and PV pol inh FP z-score 0.7.
Screening CCN(CC(=O)Nc1ccc2[nH]c(=O)[nH]c2c1)Cc1nc2ccccc2c(=O)[nH]1 returned PV pol inh 103 and PV pol inh FP z-score 0.1.
CCOC(=O)c1ccc(N2CCN(c3cccc(OC)c3)CC2)c(NC(=O)Nc2ccc(CC)cc2)c1 was read as PV pol inh 99 and PV pol inh FP z-score -0.5.
`CN(C)c1cc[n+](C(=O)N2CCOCC2)cc1` gave PV pol inh 99 and PV pol inh FP z-score -0.7.
CCS(=O)(=O)N1CCc2cc(C(=O)N3CCN(c4cccc(C(F)(F)F)c4)CC3)ccc21 was read as PV pol inh 115 and PV pol inh FP z-score 1.7.
Screening Cc1nnc(C)n1/N=C/c1cc(Br)cc(Br)c1O returned PV pol inh 92 and PV pol inh FP z-score -2.
For CN(C)c1ccc(C(CNC(=O)c2ccccc2F)N2CCc3ccccc32)cc1 (configuration not stated) the results were PV pol inh 110 and PV pol inh FP z-score 0.7.
`COc1cccc(C(=O)N2CCC(C(=O)Nc3cccc(Cl)c3)CC2)c1` gave PV pol inh 110 and PV pol inh FP z-score 1.6.
`CC(C)(C)c1nc(-c2ccc(-c3ccon3)s2)no1` gave PV pol inh 102 and PV pol inh FP z-score -0.1.

Screens from PubChem.

An excerpt (hit frequency here may not be typical).
